Screening data (PubChem)
PfHsp90 yeast 2 – growth inhibition of PfHsp90-expressing yeast, primary screen, antimalarial PfHsp90 inhibitor project, S. cerevisiae, BacTiter-Glo luminescence, single point, set 2 | BacTiter-Glo ATP, 48 h; yeast lacking PDR1 and PDR3 efflux regulators | inhibition, % at 9.4 µM | 310,000 tested, 0.32% active | AID 504621, 2011;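 active = every replicate shows inhibition above about 80%, whatever the replicate mean, limit read from the data; inconclusive = mean inhibition reaches the set limit but some replicate falls short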;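 note: 0% = DMSO neutral controls and 100% = 20 µM radicicol positive controls; yeast relying on Plasmodium falciparum Hsp90 in place of its own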
PKA-R1A act – activators of PKA-R1A holoenzyme, primary screen, biochemical, fluorescence polarization, Cy5-IP20, bovine R1A, mouse PKAc. cAMP-dependent protein kinase type I-alpha regulatory subunit (Bos taurus) + …. PKA-R1A dissociation; scaled: DMSO 0%, 113 µM cGMP 100%. activation, % at 11.4 µM. 340,000 tested, 0.083% active. AID 504707, 2011;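 active = percent activation above the mean of all tested compounds plus 3 SD, cut at about 19% in these data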;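 note: higher means more PKAc released from R1A so a rise in polarization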
E coli growth – E. coli V3065 growth inhibition, primary screen, counter-screen for AddAB inhibitor project, absorbance, OD600. 18 h. inhibition, % at 11.9 µM. 330,000 tested, 0.27% active. AID 449728, 2010;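 active = inhibition above the campaign's mean inhibition across all tested compounds plus 3 SD, cut at about 9.9% in these data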;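 note: uninfected addAB+ strain grown without phage in ampicillin broth; 0% = DMSO wells and 100% = ciprofloxacin 0.95 µg/ml wells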
OPRM1-OPRD1 inv – inverse agonists of MOR-DOR heterodimerization, primary screen, cell-based, luminescence | Mu-type opioid receptor (Homo sapiens) + Delta-type opioid receptor (Homo sapiens), … | cell-based MOR-DOR heterodimer luminescence, inverse agonism | inhibition, % at 9.3 µM | 340,000 tested, 0.21% active | AID 504357, 2011; in the data active = inhibition above about 22%, passing the limit was not always enough;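 note: 0% = cells with DMSO and 100% = wells without cells with DMSO; values of inactives mirror those of a sister screen read the other way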
AddAB inh – growth inhibition of E. coli expressing H. pylori AddAB, primary screen, AddAB inhibitor project, absorbance. inhibition, % at 11.9 µM. 330,000 tested, 0.29% active. AID 435030, 2010; in the data active = inhibition above about 12%;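 note: 0% = vehicle wells of infected cells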
Arrestin-AP2 inh – inhibitors of beta-arrestin/AP2 binding, primary screen, biochemical, GPCR trafficking, flow cytometry. inhibition, % at 10 µM. FITC-arrestin peptide / GST-AP2 beads; AP2 beta2 appendage carries R879A mutation. 340,000 tested, 0.31% active;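 active = inhibition above a set limit, near 3 SD of compounds lacking own fluorescence, cut at about 54% in these data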;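 note: plate controls were DMSO wells for no effect and 5 µM unlabelled arrestin peptide for full effect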
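test system = AP2 appendage R879A on GSH beads | buffer or medium = PBS plus Tween 20 (0.05%) and BSA (0.1%) | incubation = 12 min plus 1 h, RT | detection = bead flow cytometry, FITC channel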
phage Ecoli inh – growth loss of phage-infected E. coli, primary screen, RecBCD inhibitor project, absorbance, with phage, HTS; 360,000 tested, 0.26% active; inhibition, % at 11.9 µM; in the data active = inhibition above about 11%
OPRM1-OPRD1 ag – agonists of OPRM1-OPRD1 heterodimerization, primary screen, cell-based, luminescence. AID 504326, 2011. 340,000 tested, 0.3% active. cells. activation, % at 9.3 µM; in the data active = activation above about 18%;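 note: 0% = vehicle-treated cells and 100% = reference agonist; values of inactives mirror those of a sister screen read the other way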
Pemphigus Ab inh – inhibitors of pemphigus antibody binding to DSG3, primary screen, biochemical, bead-based, flow cytometry, scFv-GFP; 310,000 tested, 0.48% active; Desmoglein-3 (Homo sapiens), P32926; DSG3-coupled beads, scFv-anti-DSG3-GFP binding; stronger effect = lower value; binding (percent of control), % at 10 µM;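 active = binding more than 3 SD below its plate's average and above zero; inconclusive = below that plate limit but binding exactly zero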;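 note: hits lower antibody fragment binding to DSG3; some compounds called inactive have numbers as strong as hits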
Target sequence (P32926 whole entry, looked up, the tested form may be a part): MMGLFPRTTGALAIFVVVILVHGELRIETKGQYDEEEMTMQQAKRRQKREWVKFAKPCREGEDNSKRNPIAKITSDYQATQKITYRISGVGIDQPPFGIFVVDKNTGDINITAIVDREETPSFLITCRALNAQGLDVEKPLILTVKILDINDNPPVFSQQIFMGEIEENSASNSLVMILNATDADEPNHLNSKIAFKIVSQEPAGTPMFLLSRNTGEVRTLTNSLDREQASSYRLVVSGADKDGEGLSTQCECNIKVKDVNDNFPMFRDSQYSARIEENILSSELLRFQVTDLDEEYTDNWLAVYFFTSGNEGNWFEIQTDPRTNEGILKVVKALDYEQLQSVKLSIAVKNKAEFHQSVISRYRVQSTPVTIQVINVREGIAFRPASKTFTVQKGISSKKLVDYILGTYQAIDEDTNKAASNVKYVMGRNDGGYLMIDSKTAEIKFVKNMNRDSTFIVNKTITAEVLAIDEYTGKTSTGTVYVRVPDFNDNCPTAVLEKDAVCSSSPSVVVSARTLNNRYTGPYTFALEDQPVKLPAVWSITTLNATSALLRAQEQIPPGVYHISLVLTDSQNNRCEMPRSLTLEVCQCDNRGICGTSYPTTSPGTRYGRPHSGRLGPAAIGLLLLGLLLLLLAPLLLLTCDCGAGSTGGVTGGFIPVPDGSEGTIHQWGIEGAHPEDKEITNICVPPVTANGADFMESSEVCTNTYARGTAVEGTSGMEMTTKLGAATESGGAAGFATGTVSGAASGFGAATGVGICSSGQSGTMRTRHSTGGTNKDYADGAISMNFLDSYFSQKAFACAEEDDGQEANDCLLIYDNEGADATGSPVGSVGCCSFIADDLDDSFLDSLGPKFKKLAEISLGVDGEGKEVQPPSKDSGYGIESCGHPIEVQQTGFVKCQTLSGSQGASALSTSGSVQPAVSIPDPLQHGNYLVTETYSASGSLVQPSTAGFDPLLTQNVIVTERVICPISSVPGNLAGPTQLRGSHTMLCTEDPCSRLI
Tat export inh – E. coli Tat export inhibitors, primary screen, MC4100, TorA-mCherry reporter, fluorescence, single point. 340,000 tested, 0.036% active. AID 488895, 2010. inhibition, % at 10 µM;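 active = mean replicate inhibition at least 50% and at least half of replicates individually reaching 50%; inconclusive = only one of the two criteria met; inactive = neither criterion met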;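 note: exported cargo escapes ClpAP degradation while cytoplasmic cargo is degraded and loses fluorescence; 0% = median of neutral control wells and 100% = median of NaSCN control wells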
Mot1-301 SUMO – yeast Mot1-301 growth rescue at high temperature, primary screen, SUMOylation pathway inhibitor project, S. cerevisiae, ATP luminescence, 38.5C | AID 2716, 2010 | S. cerevisiae Mot1-301 growth rescue; percent above DMSO median, 100 means doubled | growth rescue, % at 18.8 µM | 320,000 tested, 1% active;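 active = every valid replicate shows activation above 250% relative to neutral control wells; inactive = the rest, any valid replicate at or below 250%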;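 note: OY570 slx delta 5 strain wells were the positive control but not used for scaling; some compounds called inactive have numbers as strong as hits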
An asterisk follows results filed as active; ? = inconclusive; / = no result given.

SMILES | PfHsp90 yeast 2 | PKA-R1A act | E coli growth | OPRM1-OPRD1 inv | AddAB inh | Arrestin-AP2 inh | phage Ecoli inh | OPRM1-OPRD1 ag | Pemphigus Ab inh | Tat export inh | Mot1-301 SUMO
COc1ccc(S(=O)(=O)N(C)CC(=O)NCCN2CCOCC2)cc1C | -1 | 0 | 0.9 | -11 | 0.9 | 6 | -0.3 | 1.4 | 117 | 5 | 12
O=C(CCn1c(=O)c2ccccc2n(Cc2cc(=O)n3ccccc3n2)c1=O)NCc1ccco1 | 6 | 3 | 0.0 | 5 | 0.5 | -3 | 3.5 | -0.9 | 106 | -11 | -12
Cc1nn(C(C)C(=O)NCc2ccco2)c(=O)c2nn(-c3ccccc3)c(C)c12 (stereo unspecified) | -8 | -15 | -0.9 | 16 | 3.4 | -8 | 2.5 | -3.0 | / | 1 | -4
CC(=O)Nc1ccc(S(=O)(=O)n2cnc3cc(C)c(C)cc32)cc1 | -26 | 0 | -1.1 | 8 | -0.1 | -7 | 1.1 | -1.6 | 104 | -2 | 0
O=C(CN1CCCCCC1)Nc1ccc(S(=O)(=O)N2CCCCC2)cc1 | -20 | -7 | -1.5 | 3 | 2.4 | -10 | 1.7 | -0.4 | / | -1 | 106
CC(C)NCC(O)COC1CCC(C(C)(C)C)CC1 (stereo unspecified) | 3 | 2 | 0.3 | -16 | 3.4 | -16 | 3.7 | 3.1 | 89 | -6 | 16
O=C(NCc1ccc2c(c1)OCO2)c1c(O)c2cccc3c2n(c1=O)CCC3 | 10 | -1 | 1.9 | 11 | 1.1 | 3 | 0.9 | -2.0 | 102 | ? | 512
Cc1cccc(C(=O)NCCCN(C)CCCNC(=O)c2cccc(C)c2)c1 | 3 | -4 | -0.3 | 16 | 4.7 | 8 | 3.5 | -3.2 | 115 | -4 | 4
CCCCCCCCCCOC(=O)NC1CCS(=O)(=O)C1 (stereo unspecified) | -6 | -6 | 0.0 | -18 | 4.1 | -4 | 3.0 | 3.3 | 101 | -1 | 23
CCOc1ccc(NC(=O)CC2C(=O)N(CC)C(=S)N2CCN2CCOCC2)cc1 (stereo unspecified) | 2 | -3 | 1.4 | 6 | 1.9 | -12 | 2.4 | -1.3 | / | -8 | 40
O=C(O)COc1ccc2oc3ccccc3c2c1 | / | 2 | -1.5 | 21 | 1.0 | -3 | 4.1 | -3.3 | 86 | -9 | 0
CCOC(=O)CSc1nc(C)c2cccc(C)c2n1 | -21 | 8 | 3.4 | 9 | -0.3 | -7 | 1.7 | -1.6 | 110 | 11 | -8
CCOC(=O)C1=C(CN2CCSCC2)NC(=O)NC1c1ccc2c(c1)OCO2 (stereo unspecified) | -4 | -10 | 2.5 | 0 | 0.8 | 6 | 1.3 | 0.1 | 104 | 0 | -10
COc1ccc(C(=O)OCCCc2cc3ccccc3c(=O)o2)cc1 | -11 | -17 | 1.1 | 1 | 3.2 | 28 | 1.9 | -0.2 | 107 | 6 | -1
Cc1ccc(N(C(=O)c2ccc(CN3CCOCC3)o2)C(C(=O)NCCC(C)C)c2cccs2)c(C)c1 (stereo unspecified) | 1 | 2 | 0.9 | 7 | 4.3 | 23 | 2.2 | -1.3 | 126 | 10 | -1
Cc1cc(/C=C2\SC(=O)NC2=O)c(C)n1-c1ccc(N2CCOCC2)cc1 | -2 | 7 | -1.7 | 13 | 2.1 | -8 | 0.6 | -2.5 | 111 | 5 | -6
Cc1cc(O)c(C(C)C)cc1N=Cc1ccccc1[N+](=O)[O-] | 5 | 10 | / | -10 | / | 1 | 3.5 | 2.0 | 121 | -15 | /
Cc1ccc(OCCN2CCN(C)CC2)c([N+](=O)[O-])c1 | 35 | 1 | 0.0 | 12 | 3.7 | 3 | -0.1 | -2.0 | 90 | -12 | 0
CCOc1ccccc1Nc1ccc(C(=O)O)cc1NC(C)=O | 7 | -10 | -0.5 | 12 | 1.7 | 3 | 4.2 | -2.8 | 99 | 9 | 6
O=C(c1ccc(-c2ccc(Cl)cc2)o1)N1CCN(c2ccc([N+](=O)[O-])cc2Cl)CC1 | -5 | -4 | -1.4 | 5 | -2.1 | 2 | 3.8 | -0.9 | / | 5 | 5
COc1cc(/C=C2/C(=O)N(c3cccc(Br)c3)N=C2C)cc(OC)c1O | -19 | -11 | 2.5 | 23 | 1.3 | 7 | 2.1 | -4.2 | 92 | -5 | 201
COc1ccc(CN(CC(=O)NCCc2ccccc2)C(=O)CCC(=O)Nc2cc(C)ccn2)cc1 | -13 | -5 | -1.3 | 11 | 2.5 | 16 | 1.7 | -2.1 | 101 | -9 | 15
O=C(c1ccccc1)N1CCCC(c2ccc(Cl)cc2)=N1 | / | -10 | -0.7 | -27 | -0.8 | 8 | 1.6 | 4.5 | 99 | -6 | -6
O=C(NCCCc1ccccc1)c1ccc(CS(=O)Cc2ccc(Cl)cc2)o1 (stereo unspecified) | 17 | -7 | 0.1 | 9 | -0.4 | 24 | 2.8 | -1.8 | / | 3 | 0

Another view of 2 compounds above:
structure,PfHsp90 yeast 2,PKA-R1A act,E coli growth,OPRM1-OPRD1 inv,AddAB inh,Arrestin-AP2 inh,phage Ecoli inh,OPRM1-OPRD1 ag,Pemphigus Ab inh,Tat export inh,Mot1-301 SUMO
Cc1ccc(N(C(=O)c2ccc(CN3CCOCC3)o2)C(C(=O)NCCC(C)C)c2cccs2)c(C)c1 (stereo unspecified),1,2,0.9,7,4.3,23,2.2,-1.3,126,10,-1
Cc1cc(/C=C2\SC(=O)NC2=O)c(C)n1-c1ccc(N2CCOCC2)cc1,-2,7,-1.7,13,2.1,-8,0.6,-2.5,111,5,-6

Continued.
SMILES | PfHsp90 yeast 2 | PKA-R1A act | E coli growth | OPRM1-OPRD1 inv | AddAB inh | Arrestin-AP2 inh | phage Ecoli inh | OPRM1-OPRD1 ag | Pemphigus Ab inh | Tat export inh | Mot1-301 SUMO
Cc1nnsc1C(=O)Nc1ccccc1Cl | 10 | -4 | -0.2 | -5 | -0.1 | 1 | 3.5 | 0.9 | 102 | 4 | -2
Cn1cc(S(=O)(=O)N2CCCC2)cc1C(=O)NCCc1ccccc1 | 15 | -2 | 1.1 | 8 | 0.8 | 32 | 0.2 | -1.4 | 104 | -3 | 2
c1ccc(-c2csc(-n3cnnn3)n2)cc1 | -13 | -1 | 1.2 | 0 | -2.1 | -1 | 2.5 | 0.0 | 98 | 25 | -8
CC(C)Cn1c(N)c(C(=O)CCl)c(=O)n(C)c1=O | -4 | 7 | -0.9 | 1 | 1.0 | 18 | 1.3 | -0.1 | 101 | ? | 7
CSc1nnc(C)c(=O)n1COC(=O)COc1ccc(F)cc1 | 24 | 2 | 1.4 | 4 | 0.5 | 31 | 0.6 | -0.8 | 105 | -3 | -8
CC(C)(C)NC(=O)Cn1nnnc1-c1nonc1N | -31 | 12 | -1.3 | 0 | 2.1 | 4 | 1.0 | 0.0 | 106 | 0 | 8
COC(=O)c1sc(N2CCCCC2)c(C#N)c1N | -9 | -1 | 0.2 | 18 | 0.2 | -1 | 2.8 | -3.5 | 110 | -2 | 19
O=C1C2CCCN2C(=O)N1CCCCN1CCN(c2cccc(Cl)c2)CC1 (stereo unspecified) | -4 | -4 | -1.1 | 11 | -0.8 | -7 | 4.0 | -2.1 | 90 | -2 | -2
CC(Sc1ccc(Cl)cc1)C(=O)Nc1ccc(S(=O)(=O)N2CCOCC2)cc1 (stereo unspecified) | 23 | -17 | -0.4 | -1 | 1.7 | 0 | 2.3 | 0.2 | / | -15 | 6
CCOC(=O)N1CCN(C(=O)CN2C(=O)COc3ccc(S(=O)(=O)N4CCOCC4)cc32)CC1 | -3 | 1 | 1.0 | 5 | 2.7 | 36 | 0.6 | -0.9 | 108 | 6 | /
Cc1scc(C(=O)N2CCN(S(C)(=O)=O)CC2)c1-c1ccccc1 | -12 | 7 | -1.8 | 7 | -1.3 | 10 | 3.6 | -1.3 | 101 | -8 | 17
Cc1cc(C)c2c(CN3CCC(C)CC3)cc(=O)oc2c1C | 0 | -12 | 0.2 | -2 | -0.7 | -6 | 4.2 | 0.3 | 101 | 0 | 1
CC1(C)NC(=O)N(CC(=O)NNC(=O)c2ccccc2F)C1=O | 8 | -7 | -1.8 | 3 | 3.0 | -3 | -2.8 | -0.8 | / | 1 | -1
CN(C(=O)C1CCCO1)C1CCS(=O)(=O)C1 (stereo unspecified) | -14 | 3 | 1.3 | 6 | -0.7 | -4 | 1.0 | -0.9 | 101 | -5 | 10
CCOc1ccc(Nc2nc(NCC3CCCO3)c3ccccc3n2)cc1 (stereo unspecified) | -23 | -1 | 3.4 | -22 | -0.5 | 35 | 5.6 | 4.6 | 101 | -38 | -16
COC(=O)C1CN(C(=O)c2cccc(OC(F)F)c2)c2ccccc2O1 (stereo unspecified) | -37 | -1 | 0.8 | 17 | 1.8 | -5 | 1.8 | -2.7 | 100 | 3 | 327
CCCCCCS(=O)[C@H]1CS(=O)(=O)C[C@@H]1S(=O)CCCCCC (stereo partly specified) | 7 | 0 | 0.2 | 8 | 1.4 | 40 | 0.5 | -1.8 | 110 | -1 | 32
CC(C)CCNc1nc2c(cc1C#N)COC(C)(C)C2 | 30 | 5 | -1.4 | -19 | 2.1 | -9 | -0.8 | 3.3 | 96 | 2 | 219
COc1ccc(CCNC(=O)CCn2c(=O)c3cccn3c3ccc(F)cc32)c(OC)c1OC | 12 | 3 | 0.8 | 15 | 0.0 | 2 | 1.6 | -3.0 | 105 | 1 | -9
NS(=O)(=O)c1ccc(F)c(C(=O)O)c1 | 29 | 9 | -0.8 | -1 | 0.6 | -5 | -2.3 | 0.2 | 96 | -4 | 1
COc1ccc(N2CCN(C(=O)c3[nH]c4ccc(OC)cc4c3C)CC2)cc1 | -70 | -12 | / | 6 | / | 17 | 0.0 | -1.4 | 101 | -3 | -1
O=C(CC1C(=O)N(c2ccc(F)cc2)C(=O)N1Cc1ccccn1)Nc1ccccc1 (stereo unspecified) | -15 | 2 | -3.7 | 6 | 1.8 | 1 | 4.4 | -1.2 | 100 | 2 | -3
Cn1c(CC(=O)NNC(=O)c2cccnc2)nc2ccccc21 | 13 | -6 | 0.0 | 2 | 2.3 | 5 | 1.4 | -0.4 | 98 | -3 | -2
C1CCC(Nc2nnnn2C2CCCCC2)CC1 | -40 | 7 | -0.1 | 2 | 2.8 | -1 | 1.0 | -0.4 | / | 5 | 20
